GALK inhibitor = qHTS Assay for Inhibitors of Human Galactokinase (GALK). Purified GALK, Kinase-Glo residual ATP luminescence. Potency, µM (series often up to 57.5 µM), inactives show at the highest dose activity change, negative = inhibition, actives largely listed as inhibitors. 0.007% of 270,000 active; also: potency is read from the fitted curve at half-maximal effect; % is scaled to controls: 0 for no effect and ±100 for the full control effect
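ATP-depletion format; final 35 uM ATP, 100 uM D-galactose, 5 nM enzyme; pH 8.0 HEPES/Mg2+ buffer; 60 min RT; luminescence read 10 min after detection reagent.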
TRPV1 agonist = HTS Assay for Compounds that Act as Agonists of the Vanilloid Receptor 1 | 0.19% of 320,000 active | Transient receptor potential cation channel subfamily V member 1 (Homo sapiens), Q8NER1 | TRPV1-expressing cells, Fluo-8 calcium influx, agonist mode | AID 540275, 2011 | activation, % at 8.33 µM; in the data active = activation above about 80%; inconclusive = between about 30% and that limit; also: 0% is about no effect
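Cells expressing TRPV1 were dye-loaded with Fluo-8 and read kinetically: 10 s baseline, 3 min after compound (agonist portion), then 2 min after EC20 capsaicin (allosteric enhancer portion). Calcium-bound dye fluorescence at 480/520 nm.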
KCNH2 3.1 block = qHTS for Inhibitors of KCHN2 3.1: Mutant qHTS; Potassium voltage-gated channel subfamily H member 2, brain isoform KCNH2 3.1 (human); U2OS KCNH2 3.1, thallium flux FluxOr; hits give low values; activity change, % (tested at about 1.8 µM); 0.95% of 340,000 active; AID 720553, 2013;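 active = maximum activity change below -70%; inconclusive = maximum activity change from -70% to -50%; inactive = maximum activity change above -50%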;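 also: thallium influx rate constant from kinetic fluorescence after stimulation buffer; % is scaled to controls: 0 for no effect and ±100 for the full control effect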
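Normalized rate constant (relative to positive and negative DMSO controls) derived from a 2 min kinetic fluorescence read after stimulation; U2OS cells expressing the 3.1 isoform via virus at 1.77 x 10^8 /mL.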
S-ASM inh = Inhibitors of Secretory Acid Sphingomyelinase (S-ASM): qHTS. Sphingomyelin phosphodiesterase (Homo sapiens), P17405. placental ASM, HMU-PC fluorogenic substrate, 60 min. Potency, µM (top dose mostly 57.5 µM), for the others: at the top dose activity change, negative = inhibition, actives largely listed as inhibitors. 0.006% of 340,000 active; also: potency is read from the fitted curve at half-maximal effect
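Human placenta-derived ASM enzyme was preincubated with compound for 10 minutes at room temperature, then given fluorogenic substrate HMU-PC0 (9 uM final) for 60 minutes at 37 °C; a pH 10 stop preceded fluorescence reading at Ex 386/Em 447 nm.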
AT treatment = qHTS Assay for Identifying a Potential Treatment of Ataxia-Telangiectasia; […] A-T fibroblasts, KAP-1 phosphorylation AlphaLISA; neocarzinostatin DNA damage 30 min before lysis; AID 485349, 2010; 0.19% of 320,000 active; Potency, µM (doses to about 57.5 µM), inactives show at the top dose activation, actives largely listed as activators; also: potency is read from the fitted curve at half-maximal effect; % of control where 0% means no effect; nearly all actives have a fitted effect of over 45% in size
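ATM-like activity read as KAP-1 phosphorylation via AlphaLISA donor/acceptor antibody pairs after lysis and 6 hr at 25C. Cells were ATM-null patient fibroblasts ([…], hTERT), dosed 60 min, then exposed to the DSB inducer NCS for 30 min.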
hERG WT inh = qHTS for Inhibitors of KCHN2 3.1: Wildtype qHTS; Voltage-gated inwardly rectifying potassium channel KCNH2 (Homo sapiens), Q12809; U2OS, BacMam KCNH2, thallium flux FluxOr; hits give low values; activity change, % at 1.84 µM; 0.37% of 340,000 active; AID 720551, 2013;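 active = maximum activity change below -70%; inconclusive = maximum activity change between -70% and -50%; inactive = maximum activity change above -50%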; also: % is scaled to controls: 0 for no effect and ±100 for the full control effect
Target sequence (Q12809 whole entry, looked up): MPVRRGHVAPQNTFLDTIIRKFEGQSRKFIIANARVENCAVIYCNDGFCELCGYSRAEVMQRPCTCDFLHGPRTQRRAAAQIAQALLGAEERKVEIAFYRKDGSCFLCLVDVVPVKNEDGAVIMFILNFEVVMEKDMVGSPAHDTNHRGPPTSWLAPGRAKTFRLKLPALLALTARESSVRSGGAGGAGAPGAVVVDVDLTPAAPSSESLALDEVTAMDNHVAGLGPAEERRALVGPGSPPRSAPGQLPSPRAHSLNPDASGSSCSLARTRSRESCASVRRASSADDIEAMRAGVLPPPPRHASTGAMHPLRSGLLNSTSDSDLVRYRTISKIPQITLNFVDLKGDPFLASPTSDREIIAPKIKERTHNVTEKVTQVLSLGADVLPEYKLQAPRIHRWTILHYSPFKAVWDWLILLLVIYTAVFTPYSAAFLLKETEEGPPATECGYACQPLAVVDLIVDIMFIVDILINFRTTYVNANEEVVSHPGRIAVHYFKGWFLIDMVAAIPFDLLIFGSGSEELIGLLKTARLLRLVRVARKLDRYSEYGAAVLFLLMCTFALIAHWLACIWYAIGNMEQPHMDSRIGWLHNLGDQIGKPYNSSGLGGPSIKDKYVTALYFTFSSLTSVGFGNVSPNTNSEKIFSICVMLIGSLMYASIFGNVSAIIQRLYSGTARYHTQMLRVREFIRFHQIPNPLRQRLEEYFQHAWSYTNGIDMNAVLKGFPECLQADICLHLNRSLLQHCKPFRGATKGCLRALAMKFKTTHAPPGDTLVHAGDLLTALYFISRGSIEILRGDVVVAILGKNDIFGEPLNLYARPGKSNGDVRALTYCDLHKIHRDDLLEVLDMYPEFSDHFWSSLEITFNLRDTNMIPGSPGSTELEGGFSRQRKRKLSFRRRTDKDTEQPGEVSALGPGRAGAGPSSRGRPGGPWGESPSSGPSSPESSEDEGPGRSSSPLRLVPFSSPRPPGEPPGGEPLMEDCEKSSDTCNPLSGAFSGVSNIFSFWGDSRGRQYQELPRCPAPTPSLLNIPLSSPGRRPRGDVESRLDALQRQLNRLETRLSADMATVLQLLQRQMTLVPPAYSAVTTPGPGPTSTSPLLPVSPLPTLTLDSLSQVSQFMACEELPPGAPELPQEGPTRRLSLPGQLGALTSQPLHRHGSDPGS
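U2OS cells were transduced with wild-type KCNH2 virus (2.03 x 10^8 / mL) for 4 h at room temperature, then cultured overnight at 37 C. Thallium flux was read with FluxOr dye. Rate constants were normalized to DMSO controls.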
MLL CXXC-DNA inh = qHTS Fluorescence Polarization Assay for Inhibitors of MLL CXXC domain - DNA interaction. Histone-lysine N-methyltransferase 2A (Homo sapiens), Q03164. MLL-CXXC / FITC-HOXA9 DNA fluorescence polarization. Potency, µM (doses to about 115 µM), inactives show at the top dose activity change, negative = inhibition, usual class: inhibitors. 0.037% of 290,000 active; active = well fitted inhibition curve with a large enough effect in the polarisation, with a control signal flat, not every such curve was filed as active; inconclusive = small, poorly fitted or top-dose-only effect, or effect the other way, or a change in a side signal; inactive = no such curve, though single readings can be large or run the other way; the % refers to the polarisation; also: potency is read from the fitted curve at half-maximal effect
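Fluorescence polarization: 7 uM MLL-CXXC (stock) preincubated 5 min with compounds, then 50 nM fluorescein-HOX-A9 DNA (stock) added; 30 min ambient. Buffer 50 mM Tris-HCl pH 7.5, 50 mM NaCl, 1 mM DTT, 0.05% BSA.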
MBNL1 CUG block = qHTS Assay for Inhibitors of MBNL1-poly(CUG) RNA binding. TR-FRET MBNL1-His/biotin-(CUG)12 binding, 665/545 ratio. 0.036% of 280,000 active. Potency, µM (titrated, usually from 57.5 µM), without a hit: at the top dose activity change, negative = inhibition, usual class: inhibitors; active = well fitted inhibition curve with a large enough effect in the signal ratio, with a control signal flat, not every such curve was filed as active; inconclusive = small, poorly fitted or top-dose-only effect, or effect the other way, or a change in a side signal; inactive = no such curve, though single readings can be large or run the other way; the % refers to the signal ratio; also: potency is read from the fitted curve at half-maximal effect; % is scaled to controls: 0 for no effect and ±100 for the full control effect
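Compound titration spanned 92 nM–58 uM against the MBNL1-His/biotin-(CUG)12 complex. After 60 min at room temperature with 5 nM streptavidin-XL665 and 0.055 ng/ul terbium anti-His, ratiometric 665/545 nm emission (Ex 340 nm) normalized to controls.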
FBPA coupling cs = qHTS Assay for Inhibitors of Fructose-1,6-bisphosphate Aldolase from Giardia Lamblia: Coupling assay counterscreen; 0.67% of 290,000 active; coupling enzyme system counterscreen, AmpLite Red fluorescence; activity change, negative = inhibition, % at 58.2 µM, hits read low; in the data active = activity change below about -30%; also: % is scaled to controls: 0 for no effect and ±100 for the full control effect
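Coupling enzymes only (glyceraldehyde-3-phosphate) + compound, at 57.5 uM final, 10 min RT; add substrate/coupling/AmpLite Red mix, 20 min RT; fluorescence ex 525/em 598 nm. Actives flag coupling-system interference.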
Integrin act MD = qHTS for Activators of Integrin-Mediated Alleviation for Muscular Dystrophy; 0.064% of 350,000 active; Potency, µM (highest dose often 38.3 µM), for the others: top-dose activation, most hits filed as activators; alpha7betagal myoblasts, beta-gal FDG fluorescence, 48 h;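 also: potency is read from the fitted curve at half-maximal effect; 100% = response of the positive control SU9516; nearly all actives have a fitted effect of over 60% in size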
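Alpha7betagal+/- myoblasts (passage 13) were plated 16-24 hr, then exposed to compounds (1:260 dilution of DMSO stock) for 48 hours at 37C. After MPER lysis, β-galactosidase reporter activity was read as FDG fluorescence (ex 480/em 540) after 30 minutes.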
Active calls of the source: *; i = inactive; ? = inconclusive; . = no result given; & = joins results of further samples; [ ] = remark or other dose. Unless noted, calls follow the shape of the dose curve; as a rule, active = well fitted curve in the direction sought with a large enough effect; inconclusive = small, poorly fitted or top-dose-only effect, or another doubt; inactive = no such curve, though single readings can be large; an effect the other way counts as inactive or inconclusive. Rows were taken by chance. Share with any hit: about 2%.

molecule	GALK inhibitor	TRPV1 agonist	KCNH2 3.1 block	S-ASM inh	AT treatment	hERG WT inh	MLL CXXC-DNA inh	MBNL1 CUG block	FBPA coupling cs	Integrin act MD
CN(C)S(=O)(=O)c1cc(C(=O)NCCCn2ccc3ccccc32)ccc1Cl	0%	1	-10	-5%	-9%	4	1%	9%	-1	-3%
CCCCCC(=O)OCCc1c(C)nc2nc[nH]n2c1=O	7%	1	8	3%	-4%	4	-2%	?	2	5%
CCc1ccc(/C=N/NC(=O)c2nnn(-c3nonc3N)c2CN2CCc3ccccc32)cc1	-2%	1	-5	-26%	-1%	1	2%	2%	-1	-12%
NC1CCN(c2c(F)cc3c(=O)c(C(=O)O)cn(C4CC4)c3c2Cl)C1 (configuration not stated)	-3%	-1	-9	4%	-3%	-7	21%	.	0	63%
C=CCN1C=C2C(=O)C(C)(OC(=O)CC)C(=O)C=C2C=C1CCCC (configuration not stated)	3%	12	-6	37%	-16%	-16	-15%	?	-8&-30	-11%
CCn1c(C2CCN(S(=O)(=O)c3ccc(OC)cc3)CC2)n[nH]c1=S	2%	-1	8	3%	0%	-4	-3%	3%	0	-27%
Cc1ccc(NC(=O)Cn2nnc3ccccc32)c(C)c1	1%	0	22	2%	24%	0	11%	-5%	4	0%
O=C(N/N=C\c1cccc(Cl)c1)c1ccc(Cn2cc(Br)c([N+](=O)[O-])n2)o1	-1%	-4	?	-18%	.	-13	15%	0%	-11	0%
C=CCn1c(CCNC(=O)c2ccccc2F)nnc1SCC(=O)Nc1ccc(OC)cc1	1%	-3	3	0%	-1%	-3	-5%	-6%	4	-17%
CC(=O)Nc1ccccc1N(CC(O)Cn1c2ccccc2c2ccccc21)S(=O)(=O)c1ccc(C)cc1 (configuration not stated)	2%	-4	-21	-17%	-8%	2	1%	0%	0	-58%[inhibitor]
COc1ccc(CCNC(=O)CCn2c(=O)c3cccn3c3cccnc32)cc1OC	-2%	2	-10	1%	21%	-21	5%	-3%	.	-18%
Nc1nonc1-n1nnc(C(=O)N/N=C/c2ccccc2Br)c1CN1CCCC1	-1%	3	-7	1%	-2%	16	23%	-1%	6	0%
CCN(C(=S)Nc1ccccc1F)C1CCCCC1	0%	-3	1	3%	-1%	0	5%	-1%	1	-44%
CCC(C)Sc1nc2c(c(=O)[nH]c(=O)n2C)n1C (configuration not stated)	2%	0	18	4%	1%	2	-5%	1%	4	0%
CC(C)Oc1ccc(C2C(C(=O)c3ccco3)=C(O)C(=O)N2Cc2cccnc2)cc1 (configuration not stated)	0%	1	0	-2%	-1%	-7	-7%	5%	1	7%
CCc1cccc(CC)c1NC(=S)NCc1ccc2[nH]c(C)cc2c1	.	2	-2	257%[activator]	1%	7	14%	6%	-3	2%
CC1(C)CC(=O)c2c(O)cc(OCC(=O)Nc3ccc(CCO)cc3)cc2O1	.	?	-2	2%	-15%	-6	-1%	0%	0	-15%
CSc1ccccc1OCc1cc(C(=O)N(C)C(C)c2ccccn2)no1 (configuration not stated)	-10%	3	1	0%	32%	5	-1%	-3%	.	4%
CCCCCOC(=O)c1c(N)n(CCOC)c2nc3ccccc3nc12	0%	23	-6	i	1%	-2	-11%	?	.	-3%
COc1ccc(OCCCC(=O)Nc2nccs2)cc1	.	10	-5	-4%	-1%	-7	-9%	3%	1	1%
O=C(/C=C/c1ccc(OC(F)F)cc1)Nc1cccc(S(=O)(=O)NC2=NCCCCC2)c1	-4%	1	-9	-18%	4%	0	-3%	?	.	-11%
COc1ccccc1NS(=O)(=O)c1cc2c3c(c1)CC(=O)N3CCC2	1%	1	31	6%	0%	-7	18%	?	3	-6%
O=C(Nc1ccc(N2CCOCC2)cc1)c1ccc(S(=O)(=O)N2CCCCC2)cc1	-1%	-4	11	2%	-2%	-5	-3%	12%	1	12%
Cc1ccc(C)c(NC(=O)C2CCCN2C(=O)NC2CCCCC2)c1 (configuration not stated)	-2%	3	10	4%	6%	3	20%	-16%	1	-10%
CCC(=O)c1ccc(OCC(=O)OCC(=O)N(C)CC(=O)Nc2ccc(F)cc2)cc1	.	-1	4	-2%	0%	-10	.	.	.	7%

Next part.
molecule	GALK inhibitor	TRPV1 agonist	KCNH2 3.1 block	S-ASM inh	AT treatment	hERG WT inh	MLL CXXC-DNA inh	MBNL1 CUG block	FBPA coupling cs	Integrin act MD
Cc1cc(CSc2nc(C)cc(=O)[nH]2)c2ncccc2c1	-2%	18	3	2%	19%	-3	-6%	5%	15	-4%
COc1ccc(N=C2CC(C)(C)CC(=O)/C2=C(/O)c2ccccc2)cc1	-1%	2	.	1%	1%	8	-2%	-9%	-3	-10%
COc1ccc(OC)c(NC(=O)Nc2c(O)ccc3ccccc23)c1	.	.	-20	14%	.	-9	.	.	.	-14%
O=C(N/N=C/c1cc([N+](=O)[O-])ccc1O)c1ccc(COc2ccc3c(c2)CCC3)o1	2%	9	4	-13%	-2%	13	9%	-2%	-1	-39%
O=C(NC1CCCCC1)c1cc(C2CC2)nn1-c1ccccc1	.	?	10	1%	-2%	-5	.	.	.	32%
Cc1ccc(NC(=O)C(OC(=O)c2ccc(NC(N)=O)cc2)c2ccccc2)cc1Cl (configuration not stated)	0%	1	2	-9%	-1%	2	0%	-2%	2	-1%
CCC(=O)N1CCc2cc(Br)cc(S(=O)(=O)NCc3ccccc3OC)c21	0%	5	1	-2%	0%	8	8%	2%	-1	-1%
Cn1c(SCc2nc3ccccc3[nH]2)nnc1-c1cccs1	-1%	1	-8	8%	9%	0	-9%	-11%	7	-7%
CCOC(=O)c1c(C)[nH]c(C)c1S(=O)(=O)N(C)Cc1ccco1	-5%	0	17	5%	0%	2	-11%	-7%	2	-16%
c1ccc(CC2CCN(Cc3ccccn3)CC2)cc1	5%	4	5	1%	4%	16	-2%	-3%	3	-2%
C1CCC2(CC1)OCC1(CO2)COC2(CCCCC2)OC1	-2%	-2	14	4%	.	1	0%	-1%	3	12%
COc1cccc(NC(=O)C2CCN(C(=O)[C@@H]3Cc4ccccc4CN3)CC2)c1	7%	2	-5	3%	-17%	16	9%	1%	.	14%
Clc1cccc(Oc2ncc(CN3CCOCC3)s2)c1	-3%	0	5	0%	-3%	-5	-2%	9%	6	0%
CCS(=O)(=O)c1nc(S(=O)(=O)c2ccc(Cl)cc2)c(NCc2ccco2)s1	0%	3	2	5%	-5%	21	11%	-6%	-1	4%
CCn1ccnc1CN(C)Cc1c(C(=O)N2CCCCCCC2)nc2ccc(Cl)cn12	-6%	5	0	3%	1%	26	37%	-3%	.	-7%
C/C(=N\OCC(=O)Nc1ccccc1C(=O)O)c1cccs1	7%	-2	-3	7%	-1%	7	2%	?	18	-13%
CC1CCCC(C)N1C(=O)CSc1nc(N)c(-c2ccccc2)c(=O)[nH]1 (configuration not stated)	0%	2	-19	-1%	.	-10	-4%	-7%	9	23%
O=C(Cn1ncc(Cl)c(Cl)c1=O)NCC1CCCCC1	0%	-1	8	1%	-8%	-3	7%	?	3	-62%[inhibitor]
COc1ccc2occ(C(=O)c3ccc(N)cc3)c2c1	0%	4	13	0%	9%	7	?	6%	0	10%
CC(=O)c1cn(CC(=O)Nc2cccc(C)c2C)c2ccccc12	-1%	-3	-26	2%	0%	4	-9%	6%	1	-44%
O=C(CCSc1ccccc1Cl)NNC(=O)c1ccncc1	.	3	-7	4%	8%	-12	.	.	.	4%
COC(=O)c1ccc(Oc2nc(NC(C)(C)C)nc(N3CCOCC3)n2)cc1	11%	2	.	.	-1%	.	-4%	-1%	1	.

2 records picked at random from those above, as already listed:
molecule	GALK inhibitor	TRPV1 agonist	KCNH2 3.1 block	S-ASM inh	AT treatment	hERG WT inh	MLL CXXC-DNA inh	MBNL1 CUG block	FBPA coupling cs	Integrin act MD
c1ccc(CC2CCN(Cc3ccccn3)CC2)cc1	5%	4	5	1%	4%	16	-2%	-3%	3	-2%
Cc1ccc(NC(=O)C(OC(=O)c2ccc(NC(N)=O)cc2)c2ccccc2)cc1Cl (configuration not stated)	0%	1	2	-9%	-1%	2	0%	-2%	2	-1%

Bioassay records: PubChem BioAssay, National Center for Advancing Translational Sciences (NCATS)
